# Bioassay records (PubChem BioAssay)
# KLF5 inhibitor: suppresses KLF5 promoter-driven expression | DLD-1 KLF5 promoter-luciferase reporter, luminescence | inhibition, % at 5 µM | 290,000 compounds, 0.23% hits;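 active means inhibition above a per-plate limit of that plate's mean compound inhibition plus 3 SD, cut at about 60% in these data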;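 further: 0% = DMSO wells and 100% = LY294002 at 200 µM; higher means less KLF5 promoter-driven luciferase light; inactives centre near -14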
# HSP90 refold inh: HSP90 refolding inhibition in rabbit reticulocyte lysate; 290,000 compounds, 0.91% hits; luciferase refolding luminescence, 3 h; inhibition, % at 5.6 µM;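 active means inhibition above the screen-wide mean plus 3 SD, computed separately per campaign, cut at about 16% in these data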;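 further: 0% = DMSO wells and 100% = 60 µM geldanamycin wells; inhibitors lower the luminescence because luciferase stays unfolded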
# AI-2 QS mod: Vibrio harveyi AI-2 quorum sensing modulation. Vibrio harveyi JMH597 AI-2 luminescence/OD600 ratio, 9 h; hits give low values; strain lacks LuxN and CqsS sensors; 0 = neutral-control median. activity change, % at 7.5 µM. 300,000 compounds, 0.4% hits. AID 2094; in the data active means activity change below about -75%, passing the limit was not always enough; inconclusive means no clear call, values can overlap the other calls;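 further: luminescence divided by OD600 gain over 9 h not by final OD600 alone; inactives centre near 13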
# aSyn 5UTR inh: 5' untranslated region of α-synuclein, MLPCN primary screen; alpha-synuclein 5'UTR reporter, inhibitor activity; inhibition, % (tested at 7.5 µM); 300,000 compounds, 0.82% hits; in the data active means inhibition above about 60%; inconclusive means no clear call, values can overlap the other calls;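 further: H4 neuroglioblastoma cells stably carrying SNCA 5'UTR luciferase fusion; 0% = DMSO wells and 100% = positive control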
# HIF act: HIF pathway transcriptional activation; U2OS HRE-luciferase reporter, luminescence; normalized: DMSO 0%, desferrioxamine 100%; activation, % at 7.5 µM (by protocol); 300,000 compounds, 0.32% hits;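 active means mean activation of at least 10% of the iron chelator positive control signal, with at least half of replicates also reaching 10%; inconclusive means mean and replicate majority disagree about reaching 10%; inactive means mean and most replicates under 10%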
# HSF1 inhib: HSF1 inhibition. 300,000 compounds, 0.77% hits. NIH3T3-HGL HSE-luciferase, MG132-induced, luminescence 8 h; hits give low values. activity change, negative = inhibition, % at 7.5 µM (by protocol);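 active means more than half of replicate wells show activity change below -50%, luminescence cut by over half; inconclusive means some wells, but at most half, below -50%; inactive means no replicate well below -50%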;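 further: luciferase reports HSF-1 transcriptional activity via heat shock element; 0% = median of DMSO wells and -100% = zero luminescence signal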
# HSF-1 act: increases HSF-1 driven luciferase reporter signal; 300,000 compounds, 1.7% hits; NIH3T3-HGL HSF-1 luciferase reporter, MG132, 8 h; 100% = twice DMSO control signal; AID 504408; activation, % at 9 µM;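 active means mean replicate activation of at least 50% with a set share of replicates each reaching 50%; inconclusive means only one of those two conditions met; inactive means mean below 50% and too few replicates reaching it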;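 further: 0% = median of the neutral control wells and 100% = twice that signal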
# GSK3beta inhib: inhibitors of human GSK3beta kinase | GST-GSK3beta kinase, ADP-Glo luminescence, 60 min; hits give low values | P49841 | 300,000 compounds, 0.038% hits | activity score (negative = inhibition), % at 10 µM;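 active means more than half of replicate wells score below -50%, meaning over 50% inhibition versus plate controls; inconclusive means some replicates but at most half score below -50%; inactive means no replicate scores below -50%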;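 further: 0% = median DMSO wells and -100% = median GW8510 positive control wells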
# Target sequence (P49841 whole entry, looked up): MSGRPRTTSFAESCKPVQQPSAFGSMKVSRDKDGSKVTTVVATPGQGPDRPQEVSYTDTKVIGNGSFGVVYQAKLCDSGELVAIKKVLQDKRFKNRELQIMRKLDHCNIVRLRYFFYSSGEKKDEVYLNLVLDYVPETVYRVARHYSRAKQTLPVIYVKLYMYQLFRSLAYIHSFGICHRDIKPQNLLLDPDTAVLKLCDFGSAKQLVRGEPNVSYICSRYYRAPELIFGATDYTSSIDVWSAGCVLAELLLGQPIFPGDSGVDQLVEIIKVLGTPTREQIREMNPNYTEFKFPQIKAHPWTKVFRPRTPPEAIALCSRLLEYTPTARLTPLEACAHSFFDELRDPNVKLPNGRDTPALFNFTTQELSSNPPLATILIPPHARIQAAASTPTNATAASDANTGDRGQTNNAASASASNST
#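 Test system – GST-tagged human GSK3beta kinase, cell-free · Incubation – 60 min enzyme reaction, room temperature · Signal – ADP-Glo luminescence · Also added – peptide substrate and ATP at 25 µM · Controls – DMSO neutral wells and GW8510 at 20 µM as positive · Buffer or medium – Tris/MgCl2 kinase buffer · Measure – Luminescence-derived activity versus plate DMSO and GW8510 wells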
# GSK3 alpha inh: human GSK-3 alpha kinase inhibition. P49840. ADP-Glo luminescence, 60 min. inhibition, % at 10 µM. 320,000 compounds, 0.1% hits;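 in the data active means inhibition above about 50%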;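 further: GST-tagged GSK-3 alpha with peptide substrate and 25 µM ATP; 0% = DMSO neutral wells and 100% = GW8510 positive control wells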
# Target sequence (P49840 whole entry, looked up): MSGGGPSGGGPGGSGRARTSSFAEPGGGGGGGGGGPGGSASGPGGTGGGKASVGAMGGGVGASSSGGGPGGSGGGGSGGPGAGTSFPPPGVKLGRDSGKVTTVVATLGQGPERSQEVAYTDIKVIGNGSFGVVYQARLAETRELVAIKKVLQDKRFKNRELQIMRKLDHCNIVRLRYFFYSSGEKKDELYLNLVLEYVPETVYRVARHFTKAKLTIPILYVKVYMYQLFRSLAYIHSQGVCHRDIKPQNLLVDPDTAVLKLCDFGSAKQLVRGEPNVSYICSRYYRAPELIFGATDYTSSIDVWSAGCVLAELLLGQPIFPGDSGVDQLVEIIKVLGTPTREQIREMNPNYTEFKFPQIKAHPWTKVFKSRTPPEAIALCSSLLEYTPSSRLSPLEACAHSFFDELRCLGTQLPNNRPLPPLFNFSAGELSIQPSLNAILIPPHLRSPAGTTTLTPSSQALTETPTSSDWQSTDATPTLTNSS
# IEC-6 cytotox: counter-screen for KLF5 inhibitors: cytotoxicity in IEC-6 cells | inhibition, % at 5 µM | AID 1825 | IEC-6 cytotoxicity, luminescence viability | 290,000 compounds, 0.78% hits; in the data active means inhibition above about 22%;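 further: 0% = plate median of test compound wells and 100% = cytotoxic reference compound wells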
# * marks the source's active call; other numbers are inactive results; ? = inconclusive; . = no result given; & = joins results of further samples. Rows were taken by chance; any-hit rate near 4.7%.
SMILES,KLF5 inhibitor,HSP90 refold inh,AI-2 QS mod,aSyn 5UTR inh,HIF act,HSF1 inhib,HSF-1 act,GSK3beta inhib,GSK3 alpha inh,IEC-6 cytotox
Fc1ccccc1COc1ccc(/C=N/NC(=S)NCc2ccccc2)cc1,-14.8,-2.1,9.4,12.2,0.1,7.2,16.4,-1.3,-1.7,1.3
Cc1sc2ncnc(OCC(=O)c3ccc(S(=O)(=O)N4CCCC4)cc3)c2c1C,-9.6,2.4,-90.1*,-3.6,-0.1,-0.3,13.2,1.5,-2.8,2.7
Cc1nc(C2CCC3C4CCC5=CC(=O)CC[C@]5(C)C4CC[C@]23C)cs1 (stereo partly drawn),-13.4,1.8,34.7,-13.6,-12.1,-12.1,9.4,0.8,0.9,8.8
COc1ccc(CC(=O)NNC(=O)c2cccnc2)cc1OC,-8.2,2.5,14.6,3.0,-0.4,-3.8,-11.3,-1.8,-0.1,-5.1
Cc1ccc(S(=O)(=O)NCCC(=O)OCC(=O)N(C)c2ccccc2)cc1,.,.,16.3,-0.9,-0.7,7.6,2.2,2.3,0.7,.
CCOCCn1c(CC)nc2ccccc21,5.0,3.0,12.9,-12.7,0.0,-4.9,2.0,1.0,-3.4,2.3
COCCCNC(=S)NNC(=S)Nc1ccc(F)cc1F,-69.8,-2.6,5.7,-105.9,0.7,8.4,18.9,0.1,-0.5,5.3
CCc1ccccc1N(CC(=O)NCC1CCCO1)C(=O)CCC(=O)Nc1cc(C)on1 (stereo not drawn),-0.5,-0.7,11.5,3.5,-0.3,1.2,-1.1,4.5,-3.5,-2.0
O=C(C1CCN(S(=O)(=O)c2cccs2)CC1)N1CCCC(C(F)(F)F)C1 (stereo not drawn),2.4,-4.2,21.0,-24.0,0.2,-2.0,-3.1,1.6,0.3,5.1
CCn1c(=O)[nH]c2ccccc2c1=O,-12.5,-1.6,4.0,-6.8,-0.4,1.7,6.9,-0.6,0.8,-6.5
O=C(Nc1c2c(nn1-c1ccc([N+](=O)[O-])cc1)CS(=O)(=O)C2)C1CC1,-13.6,-2.0,18.8,6.0,0.4,-2.8,-3.1,1.3,0.0,-2.6
CC1COc2ccccc2N1C(=O)c1ccc(F)cc1 (stereo not drawn),2.8,3.8,25.4,3.1,0.2,-77.4*,-82.0,5.0,-1.3,9.3

# Reprinted from the part before: six compounds, followed by the next part.
SMILES,KLF5 inhibitor,HSP90 refold inh,AI-2 QS mod,aSyn 5UTR inh,HIF act,HSF1 inhib,HSF-1 act,GSK3beta inhib,GSK3 alpha inh,IEC-6 cytotox
COCCCNC(=S)NNC(=S)Nc1ccc(F)cc1F,-69.8,-2.6,5.7,-105.9,0.7,8.4,18.9,0.1,-0.5,5.3
CCc1ccccc1N(CC(=O)NCC1CCCO1)C(=O)CCC(=O)Nc1cc(C)on1 (stereo not drawn),-0.5,-0.7,11.5,3.5,-0.3,1.2,-1.1,4.5,-3.5,-2.0
O=C(C1CCN(S(=O)(=O)c2cccs2)CC1)N1CCCC(C(F)(F)F)C1 (stereo not drawn),2.4,-4.2,21.0,-24.0,0.2,-2.0,-3.1,1.6,0.3,5.1
CCn1c(=O)[nH]c2ccccc2c1=O,-12.5,-1.6,4.0,-6.8,-0.4,1.7,6.9,-0.6,0.8,-6.5
O=C(Nc1c2c(nn1-c1ccc([N+](=O)[O-])cc1)CS(=O)(=O)C2)C1CC1,-13.6,-2.0,18.8,6.0,0.4,-2.8,-3.1,1.3,0.0,-2.6
CC1COc2ccccc2N1C(=O)c1ccc(F)cc1 (stereo not drawn),2.8,3.8,25.4,3.1,0.2,-77.4*,-82.0,5.0,-1.3,9.3
COc1ccccc1/C=N/n1cnnc1,7.9,3.7,19.1,3.4,-27.4,-5.0,0.5,5.8,1.5,2.3
O=C(NCCc1ccc(Cl)cc1)C1CCN(C(=O)c2sccc2-n2cccc2)CC1,-9.3,5.1,17.9,37.1,0.1,2.4,-0.7,-2.9,-1.8,-2.3
COc1ccc(-c2nnc3n(CCc4ccccc4)c(=O)c4ccccc4n23)c(OC)c1,16.4,0.7,11.1,-10.5,2.7,-1.3,15.2,-11.7,0.4,6.1
CCC/C=N/NC(=O)c1cc(Br)ccc1O,-33.3,3.7,20.7,8.3,-0.1,-6.4,-1.1,-1.2,-0.3,6.1
Cc1cc(C)cc(NC(=O)N2CCCC2C(=O)NCc2ccco2)c1 (stereo not drawn),-6.5,1.2,21.4,-5.8,-0.2,-6.0,-0.5,-0.4,-4.7,8.6
COc1ccc(/C=N\n2nnc3ccccc32)cc1,-111.2,29.1*,-15.0,72.9*,-33.8,-39.0,-37.0,-2.3,1.8,-5.0
CC(NC(=O)CSc1ncccc1C(=O)O)C1CC2CCC1C2 (stereo not drawn),-13.6,-2.9,16.6,-0.2,-0.1,-5.9,-6.8,-0.7,0.3,-1.9
CC(C)CCNC(=O)C1CC(=O)N(C2CCCC2)C1 (stereo not drawn),-2.0,-0.9,4.3,3.8,0.1,-4.9,9.0,-0.8,-1.7,-0.8
c1ccc(Cn2nnc3c(N4CCOCC4)ncnc32)cc1,-18.0,2.8,34.9,16.5,0.2,3.3,3.0,0.3,-2.0,-6.2
O=C1CCCc2c1nc(-c1ccc([N+](=O)[O-])cc1)n2O,-4.9,0.7,23.5,10.4,-0.5,-12.0,-3.1,-0.6,0.5,-11.7
CN1CCN(NC(=O)NC2CCCCC2)CC1,-47.8,-3.2,12.1,-6.8,-0.6,-7.4,-5.3,1.7,-2.2,-1.9
Cc1ccc(OCCC(=O)OC(C)C(=O)NC2CC2)cc1 (stereo not drawn),.,.,20.8,0.5,1.9,-3.9,1.6,0.2,-1.5,.

# Single records, from the list above.
# `CN1CCN(NC(=O)NC2CCCCC2)CC1` reads KLF5 inhibitor: -47.8; HSP90 refold inh: -3.2; AI-2 QS mod: 12.1; aSyn 5UTR inh: -6.8; HIF act: -0.6; HSF1 inhib: -7.4; HSF-1 act: -5.3; GSK3beta inhib: 1.7; GSK3 alpha inh: -2.2; IEC-6 cytotox: -1.9
# `COc1ccc(/C=N\n2nnc3ccccc32)cc1` reads KLF5 inhibitor: -111.2; HSP90 refold inh: 29.1*; AI-2 QS mod: -15.0; aSyn 5UTR inh: 72.9*; HIF act: -33.8; HSF1 inhib: -39.0; HSF-1 act: -37.0; GSK3beta inhib: -2.3; GSK3 alpha inh: 1.8; IEC-6 cytotox: -5.0

# (cont.)
SMILES,KLF5 inhibitor,HSP90 refold inh,AI-2 QS mod,aSyn 5UTR inh,HIF act,HSF1 inhib,HSF-1 act,GSK3beta inhib,GSK3 alpha inh,IEC-6 cytotox
CCOC(=O)/C(C#N)=C/c1cn(CCOc2ccc(OC)cc2)c2ccccc12,26.4,-5.7,8.2,1.4,-0.3,11.8,15.9,3.5,-3.7,5.9
N=C1/C(=C\c2coc3ccccc3c2=O)C(=O)N=C2SC=CN12,10.4,-2.3,19.7,3.3,-0.2,-2.0,-8.5,-0.5,0.9,-1.7
CCOc1cccc2sc(Nc3nc4ccc(NC(C)=O)cc4s3)nc12,16.3,-1.2,-4.5,34.6,0.9,26.1,17.7,-3.7,1.3,5.0
Fc1ccc2nc(Nc3nc4cc5c(cc4s3)OCCO5)sc2c1,-155.1,-0.8,14.4,-127.5,3.0,-10.8,-24.6,0.4,-6.8,-3.4
Cc1ccc(N(C(=O)c2sc(C)nc2C)C(C(=O)NC(C)(C)C)c2ccncc2)cc1 (stereo not drawn),16.8,4.2,33.5,-44.3,0.5,3.5,28.9,1.9,-1.4,1.2
COc1ccc(OCc2cc(C(=O)NC(C)Cc3cnccn3)no2)c(Cl)c1 (stereo not drawn),-98.7,-6.6,37.4,-143.8,4.2,15.4,22.1,0.7,-0.1,-3.0
Cc1ccc(NS(=O)(=O)c2cn(C)c(=O)n(C)c2=O)cc1C,-33.9,2.8,0.6,-0.3,0.0,-1.1,12.5,-4.4,4.1,1.8
CCCCC(=O)Nc1ccc(C(=O)NNC(=S)NC(=O)c2ccccc2[N+](=O)[O-])cc1,-16.7,4.2,31.5,-13.0,-0.4,-6.7,-3.1,1.9,-0.4,0.1
CN(C)c1ccc(-c2nn3c(-c4ccc(Cl)cc4)nnc3s2)cc1,-0.2,-1.7,7.7,4.4,0.0,-3.0,19.8,-3.0,.,3.9
CCCN1CCC(NC(=O)Nc2cc(Cl)ccc2OC)CC1,2.7,-0.9,15.3,0.7,-1.0,5.0,4.5,-3.9,0.6,5.3
Cc1ccc(/C=N/n2c(C3CCCCC3)n[nH]c2=S)s1,-21.4,2.4,-14.9,18.1,-0.8,-9.0,-18.0,0.9,-1.2,-2.4
Cc1cccc(NC(=S)NNC(=O)c2cccc([N+](=O)[O-])c2)c1,-20.9,0.7,10.3,-42.7,1.0,-1.7,12.8,-1.8,-7.6,-9.6
C/C(=C\C(=O)c1ccc(Br)cc1)NCc1ccc(C)cc1,-33.2,-1.7,12.2,-31.4,-0.2,1.2,9.4,-1.2,3.7,1.1
O=C(Cc1ccccc1)NCC(=O)N1CCN(c2ccccc2)CC1,-12.7,-4.4,29.1,8.2,0.0,-2.2,0.2,6.3,-0.8,-0.2
O=c1c2c(C(F)(F)F)cc(C(F)(F)F)nc2[nH]n1-c1ccccc1,-3.4,-0.4,6.5,10.4,0.0,-2.7,-10.0,2.8,-2.3,-1.6
Cc1ccc(C)c(NC(=O)c2cc([N+](=O)[O-])cc([N+](=O)[O-])c2)c1,-12.2,6.8,34.4,6.8,-1.2,1.5,4.4,0.5,-2.0,8.9
CC(C)c1nnc(NC(=O)CCC(=O)NCCc2ccccc2)s1,-1.8,-3.5,-2.2,6.6,0.1,-2.0,40.4,-1.7,1.4,-4.3
Cc1ccc(S(=O)(=O)N(CC(=O)NCc2cccnc2)c2ccc(F)cc2)cc1,-0.3,2.1,4.3,11.3,-0.1,-1.5,14.7,-3.4,1.7,5.7
CCC(=O)Nc1ccc2c(c1)OCCO2,-14.2,2.0,17.0,-23.7,-0.8,-11.0,-14.4,2.3,0.6,8.6
Cc1ccc(C(=O)N/C(=C\c2ccc(-c3ccccc3[N+](=O)[O-])o2)C(=O)NCCCN(C)C)cc1,-40.6,0.6,-3.5,35.3,-0.2,3.2,31.5,-3.6,3.5,5.1
N#C/C(=C\c1ccccc1)C(=O)N(c1ccccn1)C1CCCCC1,-21.2,-3.3,-5.0,-10.4,-0.4,11.2,42.2,-2.4,-2.2,5.3
Cc1ccccc1CNCc1cccnc1,-2.2,9.2,?,2.7,-0.1,5.8,29.2,4.1,0.2,3.1
CC(C)CNC(=O)/C=C/C(=O)O,-0.1&0.7,-0.1&0.6,20.8,4.7,-0.2,-7.9,4.4,1.4,1.4,3.0&5.4
CCC(C)N(CC(=O)Nc1cccc(C)c1C)C(=O)CCl (stereo not drawn),-21.1,6.3,21.8,-88.3,-1.2,-3.8,11.2,5.3,0.5,1.8
